CRFR2-BP ag – agonists of human CRF-binding protein/CRF-R2 receptor complex; HEK293 CRF-R2/CRF-BP, calcium dye fluorescence (FLIPR); percent of saturating CRF peptide response; activation, % at 13.2 µM; actives 0.46% (n = 350,000); AID 588473;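 active = activation of at least 50%, plus an integration ratio under a set limit after plate pattern correction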;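 also: plate controls were neutral control wells without compound for no effect and CRF at EC100 for full effect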
CRFR2-BP antag – CRF-BP/CRF-R2 complex antagonism; HEK293 CRF-R2/CRF-BP, CRF-induced calcium fluorescence; inhibition, % at 11.8 µM; actives 0.59% (n = 350,000);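 active = inhibition of the ligand-induced calcium signal above about 50% at the single tested concentration, limit read from the data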
MEKK2 mut-MEK5 – signal of MEK5 binding to mutant human MEKK2 PB1 domain | bead flow cytometry, Alexa488-MEK5 binding to MEKK2 mutant | percent response, % at 10 µM | actives 0.35% (n = 290,000); in the data active = percent response above about 24%, passing the limit was not always enough; also: inactives centre near 1; some results filed as inactive read as strong as hits
MEKK3 PB1 HTS – MEKK3-MEK5 PB1 interaction, increase or decrease | Q99759 | bead-based flow cytometry, Alexa488-MEK5 binding to MEKK3; actives lie on both sides; 0 = blocked by unlabeled MEK5, 100 = vehicle | binding response (% of control), % at 10 µM | actives 1.4% (n = 290,000) | AID 1529;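 active = binding response more than 3 SD above or below the average of its plate-row segment, actives on both sides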;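 also: Alexa488 bead fluorescence after subtracting the streptavidin-only scavenger bead signal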
Target sequence (Q99759 whole entry, looked up): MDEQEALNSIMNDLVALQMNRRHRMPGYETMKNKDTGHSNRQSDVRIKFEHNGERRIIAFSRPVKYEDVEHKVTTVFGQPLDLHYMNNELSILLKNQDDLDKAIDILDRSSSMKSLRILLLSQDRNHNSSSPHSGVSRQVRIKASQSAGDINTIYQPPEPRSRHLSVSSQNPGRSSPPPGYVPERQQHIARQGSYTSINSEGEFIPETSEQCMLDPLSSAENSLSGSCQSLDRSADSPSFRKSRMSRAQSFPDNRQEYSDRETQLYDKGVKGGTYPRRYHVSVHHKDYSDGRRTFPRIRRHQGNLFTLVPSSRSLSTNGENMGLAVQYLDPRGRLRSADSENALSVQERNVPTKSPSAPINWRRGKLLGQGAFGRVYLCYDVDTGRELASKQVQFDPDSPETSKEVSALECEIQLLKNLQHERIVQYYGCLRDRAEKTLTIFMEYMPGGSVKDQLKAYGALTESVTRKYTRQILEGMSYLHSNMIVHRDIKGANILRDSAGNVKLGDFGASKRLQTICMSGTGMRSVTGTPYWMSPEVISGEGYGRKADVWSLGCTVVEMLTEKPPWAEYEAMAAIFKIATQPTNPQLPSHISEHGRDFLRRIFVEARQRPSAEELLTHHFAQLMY
HCV NS3 hel inh – blocks Hepatitis C virus NS3 helicase unwinding; inhibition, % at 10.9 µM; AID 1800; actives 0.56% (n = 290,000); NS3 helicase DNA unwinding, Cy5 molecular beacon fluorescence;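 active = inhibition above the mean of all tested compounds plus 3 SD, set per campaign, cut at about 35% in these data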;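 also: 0% = DMSO wells and 100% = thioflavine S control wells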
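Control set: DMSO versus 110 µM thioflavine S; Material: NS3 helicase fragment of HCV; Measured by: Cy5 fluorescence at 0 and 60 min, beacon hairpin quenching; Read-out basis: percent inhibition from t60/t0 fluorescence ratio; Times: reaction time 60 min, 25 °C; Repeats: single replicate; Compound dosing: single dose, 10.9 µM nominal final, DMSO 0.8% final.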
SUMO HTRF inh – blocks human SUMOylation mediated by UBC9 | P63279 | HTRF SUMOylation assay, SAE1/SAE2 + UBC9, in vitro | inhibition, % at 35 µM | actives 0.36% (n = 290,000); in the data active = inhibition above about 50%, passing the limit was not always enough; also: strong numbers were not always called active
GalR3 antag – antagonists of human GalR3 | O60755 | HEK293 GalR3-CNG cAMP membrane potential fluorescence; galR3 body fused to GalR1 C-terminus | inhibition, % at 3 µM | actives 0.44% (n = 360,000) | AID 651719;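 active = inhibition above the screen-wide average plus 3 SD, cut at about 13% in these data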;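 also: forskolin and galanin both at EC90 stimulate the cells; cAMP rise reported by CNG channel membrane potential dye signal; 0% = forskolin plus galanin with DMSO and 100% = forskolin alone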
Target sequence (O60755 1-299 limits assumed): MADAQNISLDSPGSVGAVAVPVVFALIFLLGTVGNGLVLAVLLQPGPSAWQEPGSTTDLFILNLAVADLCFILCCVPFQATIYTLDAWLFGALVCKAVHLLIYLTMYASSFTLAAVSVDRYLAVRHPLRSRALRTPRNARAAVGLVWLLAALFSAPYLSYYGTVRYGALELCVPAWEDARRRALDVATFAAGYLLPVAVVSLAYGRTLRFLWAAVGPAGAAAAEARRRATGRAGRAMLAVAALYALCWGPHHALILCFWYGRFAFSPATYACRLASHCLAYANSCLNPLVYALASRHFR
FID counter – fluorescent intercalator displacement, NS3 helicase counter-screen | DNA fluorescent intercalator displacement, fluorescence | actives 0.17% (n = 290,000) | inhibition, % at 7.9 µM; in the data active = inhibition above about 37%;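 also: 0% = vehicle and 100% = reference compound; higher means more ethidium bromide displaced from hairpin DNA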
MEKK2wt PB1 HTS – raises or lowers MEK5 binding to wildtype human MEKK2 PB1 domain; Q9Y2U5; bead flow cytometry, Alexa488-MEK5 binding to MEKK2 WT; actives lie on both sides; binding response (% of control), % at 10 µM; actives 1.1% (n = 290,000); in the data active = binding response below about 67% or above about 130%
* = called active by the depositor; . = not tested or not shown. This is a subset. The share of hits here may be higher or lower than overall.

SMILES	CRFR2-BP ag	CRFR2-BP antag	MEKK2 mut-MEK5	MEKK3 PB1 HTS	HCV NS3 hel inh	SUMO HTRF inh	GalR3 antag	FID counter	MEKK2wt PB1 HTS
c1coc(CN2CN=C(Nc3nc4ccccc4s3)NC2)c1	-0.3	-4	1	104	-10	2	-2	-3	106
COc1ccc(C(=O)N(C)C2CCCN(Cc3ccccc3F)C2)cc1C (stereo unspecified)	-1.0	3	.	.	-1	0	-9	-17	.
CCNc1nc(NCC)n2c(SCc3ccc(F)cc3)nnc2n1	-0.1	51*	8	101	6	7	2	-9	104
CN(C)CCNC(=O)c1onc(CSc2ccc(F)c(F)c2)c1C(=O)NCCN(C)C	1.6	4	4	96	.	5	-2	.	97
COc1ccc(Br)cc1CNC(=O)Cc1c(C(=O)O)[nH]c2ccc(Cl)cc12	-2.0	11	0	97	-13	18	-7	-15	96
Oc1ccc(N=C/C=C/c2cccc(Br)c2)cc1-c1nc2ccccc2s1	1.7	-16	-3	98	12	38	.	-7	93
CCn1c2ccccc2c2cc(NS(=O)(=O)c3ccc(C)cc3)ccc21	-0.8	14	1	100	-21	-3	-5	-2	97
Cc1nc(C)c(C(=O)C2=C(O)C(=O)N(CCN3CCOCC3)C2c2ccco2)s1 (stereo unspecified)	-2.5	11	0	97	-1	-6	-3	4	97
CC(=O)n1c2ccccc2c2nc3ccccc3nc21	0.1	5	-3	101	4	2	.	4	92
O=c1c(C(c2ccc(F)cc2)c2c(O)nc3n(c2=O)CCCS3)c(O)nc2n1CCCS2	0.7	6	-11	93	7	3	-1	-1	92
Cn1nnnc1SCc1ccc(CSc2nnnn2C)cc1	0.3	24	1	100	-1	6	-1	-3	101
N#CCOc1ccc(C2=NO[C@@H]3[C@@H]4C[C@@H]([C@H]5C(=O)N(c6ccc7c(c6)OCO7)C(=O)[C@@H]45)[C@H]23)cc1	-0.1	-1	0	102	1	-12	-1	-18	98
O=C(NCc1ccccc1)N1CCn2c(nc3ccccc32)C1	-1.1	-21	0	89	2	-2	4	-4	95
O=C(O)c1cccc(N2C(=O)/C(=C/c3ccc([N+](=O)[O-])cc3)C=C2c2ccccc2)c1	0.9	-17	-11	105	16	13	2	-29	86
O=C(NCCCN1CCN(c2ccccc2)CC1)C1CCCN(c2ncnc3c2nc2n3CCCCC2)C1 (stereo unspecified)	-1.6	13	7	102	-17	12	0	23	106
Cn1c(CCN2CCOCC2)nc2cc(NS(=O)(=O)c3ccccc3)ccc21	-1.0	4	3	102	3	13	-7	-4	100
Cc1nnc2sc(-c3ccncc3)nn12	1.3	-6	-1	97	-2	3	-4	3	98
CC1=C([N+](=O)[O-])C(c2ccccc2Cl)NC(=O)N1C (stereo unspecified)	1.9	3	1	110	3	7	-13	-2	109
COc1ccccc1C(=O)Nc1ccc(C(=O)O)cc1	-0.9	8	3	85	-2	5	-2	0	110
CCOCCCNC(=O)c1ccc(/C=C2\Oc3ccccc3N(C)C2=O)cc1	-2.7	5	2	101	-21	21	-11	-26	103
COc1ccc(-c2cc(NCc3ccccn3)n3ncnc3n2)cc1	-0.7	12	.	.	-4	14	-1	-4	.
COc1ccc2c(c1)c(C)cc[n+]2Cc1ccccc1	0.5	7	12	104	-1	21	-7	1	109
CCN(C)Cc1c(C(=O)N2CCc3ccccc3C2)nc2ccc(Cl)cn12	2.1	-9	1	101	16	10	0	0	104
Cc1ccn2c(Nc3ccccc3C)c(-c3ccccn3)nc2c1	-4.2	-13	-9	105	-16	-57	-4	-6	93
Cc1cc(=O)oc2c(C)c(OC(C)C(=O)NCCCN3CCCC3=O)ccc12 (stereo unspecified)	1.5	-4	3	100	6	10	-6	-20	105
SMILES	CRFR2-BP ag	CRFR2-BP antag	MEKK2 mut-MEK5	MEKK3 PB1 HTS	HCV NS3 hel inh	SUMO HTRF inh	GalR3 antag	FID counter	MEKK2wt PB1 HTS
COc1ccc(/C=N/c2c(-c3ccco3)nc3ccccn23)cc1OC	3.9	-2	-4	100	5	12	-2	-4	100
O=C(Nc1ccccc1)C1=C(O)CC(c2ccco2)CC1=Nc1ccccc1 (stereo unspecified)	-0.4	-13	-7	104	13	26	-1	-3	95
COCCC(=O)Nc1ccc2c(c1)CN(C(=O)CCSC)CC2	-1.1	-1	4	103	3	2	-6	-4	100
O=C(/C=C/c1ccccc1)Nc1cccc(S(=O)(=O)Nc2ccccc2F)c1	-1.5	-4	-1	96	-7	14	-7	-4	95
O=C(COC(=O)c1cc(-c2cccs2)nn1-c1ccccc1)Nc1cc([N+](=O)[O-])ccc1Cl	-0.2	-10	18	100	8	-9	0	-1	97
O=[N+]([O-])c1ccc(N2CCN(c3ccccc3F)CC2)nc1	2.8	6	3	100	2	14	0	-5	100
Oc1ccc(Br)cc1C=Nc1ccc(Cl)cc1	4.1	11	-3	98	-6	7	-6	5	96
Cc1ccc(CSc2ccc(-c3ccc4c(c3)OCO4)nn2)cc1	5.8	19	0	127	7	16	1	0	106
O=C(Nc1c(Cl)ccc2nsnc12)c1cccnc1	-0.1	8	1	122	11	3	-6	-5	103
CC(=O)Nc1ccc(OCC(=O)NC(C)c2ccc(F)cc2)cc1 (stereo unspecified)	1.6	-4	-2	108	4	14	7	-3	103
O=C(N/C(=C\c1ccc(Cl)cc1)C(=O)N1CCOCC1)c1ccc([N+](=O)[O-])cc1	0.3	-13	-17	87	24	-17	-5	-16	83
COc1ccc(C)cc1N(CC(=O)NC1CCCC1)C(=O)Cn1nnc(-c2ccc(C)o2)n1	-0.7	23	-2	97	-1	18	-5	-37	94
COc1ccc(NC(=O)/C=C/c2ccc(Br)o2)cn1	3.2	-6	1	102	7	24	-5	-5	99
O=C1COc2ccc(S(=O)(=O)CCC(=O)N3CCN(c4ccccc4)CC3)cc2N1	0.0	7	3	103	-4	4	-5	-35	104
CCOC(=O)C1=C(C)Nc2nc(SC)nn2C1c1ccc(C(=O)OC)cc1 (stereo unspecified)	-0.6	4	7	102	-11	12	.	-2	105
CC(C)(C)c1cc(C(=O)O)c(CN2CCCCC2)o1	2.5	1	8	108	1	14	-3	6	113
O=C1O/C(=C\c2ccccc2)c2ccccc21	2.1	-17	-2	96	2	2	-2	0	100
COCCNC(=O)C(c1ccc(C)cc1)N(Cc1cccs1)C(=O)CCC(=O)Nc1ccccn1 (stereo unspecified)	-0.9	3	-11	99	-9	2	-7	-38	93
Cc1ccc(S(=O)(=O)N2CCC(Oc3cccc(C(F)(F)F)c3)CC2)cc1	5.2	-3	4	103	-10	-21	-7	-21	107
COc1ccccc1/C=C/C=C1\Oc2c(ccc(O)c2CN(C)C)C1=O	41	-33	5	104	-10	20	-5	6	88
O=C(Nc1ccc2ccccc2n1)c1ccccc1	-3.4	3	9	109	4	20	-8	-4	113
O=C(Nc1sc2c(c1C(=O)O)CCC2)C(=O)N1CCOCC1	-0.3	-5	4	101	17	11	-2	-13	108
COc1ccc(/C=N/Nc2snc(SC)c2C#N)cc1OC	1.1	-14	5	103	8	-13	-3	4	101
O=C(CN1CCCCCCC1)NC(=O)NC1CCCCC1	2.6	-3	-14	92	-1	4	-1	-18	81
O=C(O)c1ccc(-n2nc(-c3ccccc3)c3ccccc3c2=O)cc1	-1.1	5	-2	103	6	3	-5	-36	100
SMILES	CRFR2-BP ag	CRFR2-BP antag	MEKK2 mut-MEK5	MEKK3 PB1 HTS	HCV NS3 hel inh	SUMO HTRF inh	GalR3 antag	FID counter	MEKK2wt PB1 HTS
CC(NCc1ccc(OCc2ccc(Cl)cc2)cc1)C(O)c1ccccc1 (stereo unspecified)	0.5	-18	4	94	-62	-20	-12	27	144*
COc1ccc(S(=O)(=O)N(C)C(C)CCc2ccco2)cc1 (stereo unspecified)	0.1	11	5	110	0	26	-9	-28	103
CCOc1ccc(/C=N/NC(=O)C2CCCC2)c(OCC)c1	-0.5	-9	5	96	3	8	1	-28	103
CCc1c(C)nc2nc(SCc3ccccc3Cl)[nH]n2c1=O	-0.2	-7	-3	98	3	8	-2	-4	99
N#Cc1cccc(NC(=O)Cn2cnc(S(=O)(=O)N3CCCCC3)c2)c1	-1.9	3	10	103	-2	13	2	-6	105
Cc1c(C(=O)Nc2cccc(C(F)(F)F)c2)oc2ccc(S(=O)(=O)N3CCOCC3)cc12	5.4	-20	4	101	-8	-6	-7	6	103
O=C(C1CCC(CNS(=O)(=O)c2ccccc2)CC1)N1CCCCC1 (stereo unspecified)	-0.5	8	4	104	2	-6	4	-33	107
Cc1ccc(OCC(=O)N/N=C/c2cccnc2)cc1	0.9	-3	3	103	-1	0	3	-12	102
Cc1ccc(OCc2cc(C(=O)N(C)Cc3cnn(-c4ccccc4C)c3)no2)cn1	0.9	-3	1	103	-8	21	-4	-57	102
COc1ccccc1NC(=O)CSc1ncn[nH]1	0.0	-14	6	103	-2	18	-2	0	101
COc1ccc([N+](=O)[O-])cc1NC(=O)/C=C/C(=O)O	1.5	11	-1	100	19	0	-2	2	99
COc1ccc(Oc2ccc(N/C=C3\CCCC3=O)cc2)cc1	-1.8	-9	-1	100	8	0	-8	-6	101
COc1cccc(CNS(=O)(=O)c2cc3c(cc2Cl)NC(=O)CO3)c1	19	-12	-2	101	-1	-1	.	-10	97
CCOc1cccc2sc(N(CCCN(C)C)C(=O)c3ccc(S(=O)(=O)N(C)Cc4ccccc4)cc3)nc12	-1.1	-21	62*	111	-39	14	-3	39*	233*
Cc1[nH]cnc1C(=O)N/N=C/c1ccc([N+](=O)[O-])s1	-1.2	8	6	108	10	15	-11	0	104
Cn1cc(S(=O)(=O)N2CCC(C(N)=O)CC2)c(=O)n(C)c1=O	0.8	-39	11	108	8	8	.	-2	96
Cc1cccc(OCCCC(=O)Nc2ccc(N(C)C)cc2)c1	-6.2	23	0	101	2	-28	-5	-6	101
COc1ccccc1CNc1nc2nc(C)c(Cl)c(=O)n2[nH]1	-0.1	32	2	106	30	6	3	5	104
Cn1nccc1C(=O)N1CCCC(Nc2ccc(F)cc2)C1 (stereo unspecified)	0.6	5	-2	98	13	-15	-6	-4	100
C/C(=N\NC(=O)COc1ccccc1F)c1cc2ccccc2o1	-1.9	13	-1	96	-1	32	-5	-15	95
CCc1nnc(NC(=O)C2CCN(S(=O)(=O)Cc3ccccc3)CC2)s1	-0.1	-14	.	.	-2	3	-2	-12	.
C/C(=N\NC(=O)c1ccc(Cn2cc([N+](=O)[O-])cn2)o1)c1cccc(NC(=O)c2cccnc2)c1	-0.2	4	-3	90	6	4	-2	-6	96
CCN1CCN(C(=O)C2CCN(c3nnc(C)c4c(C)n(-c5ccc(C)cc5)nc34)CC2)CC1	1.5	17	-11	93	-8	14	4	43*	95
OCCNc1nc(Nc2ccccc2)nc2ccccc12	-0.3	-7	3	110	-7	0	-4	15	110

Bioassay records as filed in PubChem.
